Source: PubChem BioAssay
NPYLR7 agonist: agonists of mosquito NPYLR7 receptor, primary screen, cell-based, Aedes aegypti, calcium fluorescence, mosquito biting behavior. AID 1259423, 2018. HEK293T NPYLR7/Galpha15, GCaMP6s calcium fluorescence. activation, % at 10 µM. Aedes aegypti neuropeptide Y-like receptor 7 (NPYLR7). actives 0.15% (n = 270,000); in the data active means activation above about 40%;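 further: 0% = vehicle and 100% = reference agonist at the receptor; some compounds past the cut are filed as inactive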
hcGAS inh: Primary biochemical luminescence assay for human cyclic GMP-AMP synthase inhibitors. Q8N884. recombinant h-cGAS, ATP depletion, Kinase-Glo luminescence. inhibition, % at 12.5 µM. actives 0.081% (n = 290,000). AID 1259398, 2018;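 further: 0% = vehicle reaction and 100% = reaction without DNA for no activity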
Target sequence (Q8N884 whole entry, looked up): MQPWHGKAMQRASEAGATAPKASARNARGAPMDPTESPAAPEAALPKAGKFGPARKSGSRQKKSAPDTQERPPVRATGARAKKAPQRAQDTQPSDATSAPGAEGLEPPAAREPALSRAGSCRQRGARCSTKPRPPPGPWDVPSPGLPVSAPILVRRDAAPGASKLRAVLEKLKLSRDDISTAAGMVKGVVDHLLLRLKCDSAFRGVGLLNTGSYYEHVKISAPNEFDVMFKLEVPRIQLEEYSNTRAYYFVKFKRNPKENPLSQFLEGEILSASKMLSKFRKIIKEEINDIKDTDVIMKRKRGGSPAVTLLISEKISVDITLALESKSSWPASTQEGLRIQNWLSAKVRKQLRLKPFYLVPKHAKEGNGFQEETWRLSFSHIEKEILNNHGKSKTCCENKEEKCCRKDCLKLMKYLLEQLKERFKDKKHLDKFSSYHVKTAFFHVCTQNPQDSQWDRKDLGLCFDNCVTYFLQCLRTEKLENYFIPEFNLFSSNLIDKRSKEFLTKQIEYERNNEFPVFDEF
mcGAS lum: cyclic GMP-AMP synthase inhibitors, mouse, primary biochemical chemiluminescence; Q8C6L5; recombinant cGAS, Kinase-Glo ATP depletion luminescence; inhibition, % at 12.5 µM; actives 0.15% (n = 160,000); AID 1259399, 2018;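 further: 0% = negative control wells and 100% = reference inhibitor with no enzyme activity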
* = called active by the depositor; x = not tested or not shown; & = joins results of further samples. Unless noted, no stated cut-off is given here; in the data, active means inhibition above about 40%; inactive means the rest.

SMILES	NPYLR7 agonist	hcGAS inh	mcGAS lum
CCn1cc(C(CC(=O)NCCN(C)C)c2ccc(F)cc2)c2ccccc21 (stereo not given)	-3	-4	-6
C=C(C)Cn1c(=O)c2c(nc3oc(C)c(C)n32)n(C)c1=O	8	-6	-8
C=CCNC(=O)c1ccc(NC(=O)NCc2ccccn2)cc1	0	3	x
N#Cc1cc2c(=O)n3ccccc3nc2n(CCN2CCOCC2)c1=O	0	3	-2
CCCCc1nc2cc(C(=O)N3CCN(c4nc(C)cnc4C)CC3)ccc2o1	5	-3	x
COc1nc(OC)nc(-c2ccc(OC)c(OC)c2OC)n1	1	-6	x
O=C(NC1CC1)c1cnn(-c2cccc(F)c2)c1C(F)(F)F	28	-6	-5
c1ccc(CNCc2cn3c(-c4ccccc4)nnc3s2)cc1	4	-3	x
Cc1cccc(N2CCN(Cn3nc(-c4ccc(F)cc4)oc3=O)CC2)c1	-7	3	x
COc1ccccc1N=c1oc2ccc3ccccc3c2cc1-c1nc2ccccc2[nH]1	-3	-1	x
CCOc1ccccc1N1CCN(C(=O)c2cc(-c3ccc(Cl)cc3)n(-c3ccc(F)cc3)c2C)CC1	13	-10	-7
O=C(c1ccc(=O)[nH]n1)N1CCC(C2CCN(Cc3cccc(F)c3F)CC2)C1 (stereo not given)	11	-5	x
N#Cc1ccc(CSc2ncc(C#N)c(N)n2)cc1	-8	-6	x
CC(=O)Nc1ncc(C(=O)NCc2cccnc2N2CCN(C)CC2)s1	x	-5	-16
CC(C)CN(Cc1cccc(OS(=O)(=O)c2cccc(C(F)(F)F)c2)c1)C(=O)C1C[C@H]1c1ccccc1 (stereo not given in full)	2	19	-3
Nc1ccc2[nH]c3ccccc3c2c1	-5	-16	x
Cc1ccc(S(=O)(=O)Nc2ccc(NC(=O)C3CC(=O)N(Cc4cccs4)C3)cc2)cc1 (stereo not given)	4	1	x
Cc1onc(-c2ccccc2)c1C(=O)NCC1CCCO1 (stereo not given)	4	-1	x
COc1cc(OC)cc(C(=O)N(C2CCCC2)C2CCS(=O)(=O)C2)c1 (stereo not given)	-6	-1	x
COc1ccc(N2CCN(C3CCCN(C(=O)/C=C/c4cccs4)C3)CC2)cc1 (stereo not given)	9	-2	-2
O=C(NCCc1cccs1)C1=Cc2cc(Br)ccc2OC1	-2	2	x
COc1cc(OC)nc(C(NC(=O)C2CCN(CCCc3ccccc3)CC2)c2ccc(F)cc2)n1 (stereo not given)	-9	2	1
COCCOC(=O)C1=C(C)N(C)C(=S)NC1c1ccc(NC(=O)Nc2ccc(C#N)cc2)cc1 (stereo not given)	x	-11	-9
Cc1cccc(Cn2c(CCN)n[nH]c2=O)c1	6	-3	-11
CC(C)Cc1ncc2c(n1)CN(C(=O)CCC(=O)N1CCCCCC1)C2	16	-5	x

4 of these compounds in a different format:
> N#Cc1ccc(CSc2ncc(C#N)c(N)n2)cc1
  NPYLR7 agonist = -8 | hcGAS inh = -6 | mcGAS lum = x
> CC(=O)Nc1ncc(C(=O)NCc2cccnc2N2CCN(C)CC2)s1
  NPYLR7 agonist = x | hcGAS inh = -5 | mcGAS lum = -16
> CC(C)CN(Cc1cccc(OS(=O)(=O)c2cccc(C(F)(F)F)c2)c1)C(=O)C1C[C@H]1c1ccccc1 (stereo not given in full)
  NPYLR7 agonist = 2 | hcGAS inh = 19 | mcGAS lum = -3
> Nc1ccc2[nH]c3ccccc3c2c1
  NPYLR7 agonist = -5 | hcGAS inh = -16 | mcGAS lum = x

Complete entries, looked up by structure. Values in the order: NPYLR7 agonist | hcGAS inh | mcGAS lum
Nc1ccc2[nH]c3ccccc3c2c1 as listed: -5 | -16 | x
CC(C)Cc1ncc2c(n1)CN(C(=O)CCC(=O)N1CCCCCC1)C2 as listed: 16 | -5 | x

Later entries.
SMILES	NPYLR7 agonist	hcGAS inh	mcGAS lum
CC(c1cccc(-c2ncccc2F)c1)N(C)C (stereo not given)	8	-4	-17
COCCN1CCN(Cc2cn(Cc3ccccc3)nc2-c2cc3ccccc3o2)CC1	1	-3	x
CCNC(=O)C1C(c2ccc(NC(=O)CC(C)C)cc2)OC(=O)N1Cc1ccc(F)cc1 (stereo not given)	x	-8	-6
CC(C)CC(=O)N1CCN(c2ccc(F)cc2)C(=O)C1C (stereo not given)	1	1	-4
C=CCN=c1scc(-c2ccccc2F)n1N=Cc1cc2c(cc1[N+](=O)[O-])OCO2	0	-6	x
COc1ccc(CCN(Cc2ccc(C)s2)C(=O)CN(CC2CCCO2)C(=O)Nc2ccc(Cl)c(Cl)c2)cc1OC (stereo not given)	-1	-5	-6
CCn1nc(C(=O)OC(C(=O)NC(=O)NC)c2ccccc2)c2ccccc2c1=O (stereo not given)	-2	-8	-13
CCc1nnc(CN(C(=O)Cc2c(C)[nH]c3c(F)cccc23)C(C)C)o1	14	-4	x
Cc1nc(NC(=O)CCc2ccc(Br)cc2)n[nH]1	2&-2	-7&-7	x
CCCn1cc(C(=O)Nc2nc(C)cs2)c2nn(-c3ccccc3)c(=O)c-2c1	8	-8	-10
Cc1ccc2nc(C)cc(C(=O)N(C)CCO)c2c1	-1	-3	x
Cc1ncoc1C(=O)N1CCC(Oc2cccc(C(=O)NCc3cccnc3)c2)CC1	9	-7	x
Cc1cccc(C)c1NC(=O)CN(CC(=O)Nc1c(C)cccc1C)Cc1nc(CC(C)C)no1	9	-4	x
CC(C)[C@@H]1C[C@@H]2C[C@H](N(CC(=O)O)C(=O)COc3ccccc3)C[C@@H]2CO1	-5	11	5
COc1ccccc1CN(C)Cc1nc2cc(Cl)ccc2c(=O)[nH]1	-3	-2	x
C=CCn1c(=NC(=O)c2ccccc2Br)sc2cc(S(C)(=O)=O)ccc21	3	-8	x
CC1CN(c2ccc(C(=O)NC(c3ccccc3)c3ccc(Cl)cc3)cn2)CCN1 (stereo not given)	6	1	x
Cn1ncc(N2CCCC2c2ccsc2)c(Br)c1=O (stereo not given)	-6	-9	x
CCSc1nc(CC(=O)N(CC)C2CCOC(C)(C)C2)cs1 (stereo not given)	-2	-5	x
COc1ccc(-n2nc(C(=O)N3CCN(C(C)=O)CC3)c(=O)n(Cc3cccc(F)c3)c2=O)cc1OC	x	-4	-6
Cn1ccnc1CN(CCO)C(=O)c1cnc2ccccn12	28	-7	-11
CC(=O)Nc1ccc(S(=O)(=O)Nc2cc(C)c(-n3nc4ccccc4n3)cc2O)cc1	15	-5	x
Cc1c(Cl)ccc2c1N(C(=O)c1ccn(C)c(=O)c1)CCC2	11	-9	x
O=C(CSc1nnc(C2CC2)n1C1CC1)N1CCN(c2ncccn2)CC1	0	-8	-6
Cc1nnsc1C(=O)NC(C)c1cnn(-c2cccc3ccccc23)c1C (stereo not given)	15	-1&-11	-14

(next part)
SMILES	NPYLR7 agonist	hcGAS inh	mcGAS lum
CC(C)(C)c1ccc(CC(=O)N2CCC2(C)C(=O)Nc2cc(C(C)(C)C)on2)cc1 (stereo not given)	6	-9	x
Cc1cc(C(=O)Nc2cc3c(cc2Br)OCCO3)no1	3	-2	-5
O=C(Cc1cn2ccsc2n1)NN=C1CCCCC1C1CCCCC1 (stereo not given)	-9	-5	x
CC(C)CN(Cc1ccc(OS(C)(=O)=O)cc1)C(=O)c1cccc(C(F)(F)F)c1	12	-5	-5
CC(C)CCNC(=O)C1CCC(=O)N1C(C)C (stereo not given)	x	8	1
CN(C)c1ccccc1CN1CCCN(Cc2ccccc2N(C)C)C1c1ccncc1	24	-2	-9
CCc1cc(-n2cnc3c(C)ncnc32)ccc1NC(C)=O	12	-10	x
Cc1ccc(C(=O)Nc2ccc(N3CCN(C(=O)c4ccc(N(C)C)cc4)CC3)nc2)cc1	-4	1	0
COCc1cc(N(C)Cc2ccccc2)nc(SCc2cccc(C(=O)O)c2)n1	12	-6	-6
NC1(C(=O)NCc2ccc3nonc3c2)CC1	16	-3	x
COc1ccc(-n2nnnc2CN2CCN(S(=O)(=O)c3cc(C)ccc3C)CC2)cc1	0	0	-5
COc1ccc(OC)c(CNC(=O)Nc2nc(C)ns2)c1	29	-7	x
COc1ccc(NC(=S)N(C)C(C)c2ccc(S(C)(=O)=O)cc2)cc1 (stereo not given)	9	-8	x
COc1cc(Cn2nc(C(C)C)c3cnn(-c4ccc(F)cc4)c3c2=O)cc(OC)c1	-3	1	x
COc1cccc(NC(=O)C2(C)CCN2C(=O)c2sccc2C)c1 (stereo not given)	11	-7	-3
Oc1ccc(Cl)cc1-c1nc2ncc(Br)cc2[nH]1	9	-1	x
COc1cc(C(=O)Oc2coc(CSc3nccc(C)n3)cc2=O)cc(OC)c1OC	-16	-4	-5
Cc1cnc(C)c(N2CCN(Cc3c(CO)cnc(C)c3O)CC2)n1	2	-5	x
Cc1nc(NCc2c(F)ccc(F)c2F)sc1-c1ccn(CCO)n1	21	-4	x
CCCCNc1c(N2CCN(C(=O)OCC)CC2)c(=O)c1=O	3	0	1
COc1ncc(-c2cc(Cl)ccc2OC)c(OC)n1	1	-3	-18
CCn1cc(NC(=O)N2CCCC2)c2ccccc21	-3	-10	-10
COc1ccc(CCN(C)C(=O)/C=C/c2ccoc2)cc1OC	-11	-7	-3
CC(=O)NCC1CN(c2ccc3c(c2)OCO3)C(=O)O1 (stereo not given)	1	-3	x
O=S(=O)(NCc1ccccc1)Nc1ccccc1OCC1CCCO1 (stereo not given)	-1	-9	x

In the list so far, two have a COOH group.
SMILES	NPYLR7 agonist	hcGAS inh	mcGAS lum
CC(C)[C@@H]1C[C@@H]2C[C@H](N(CC(=O)O)C(=O)COc3ccccc3)C[C@@H]2CO1	-5	11	5
COCc1cc(N(C)Cc2ccccc2)nc(SCc2cccc(C(=O)O)c2)n1	12	-6	-6

(further entries)
SMILES	NPYLR7 agonist	hcGAS inh	mcGAS lum
CN(Cc1ccc(N(C)C)cc1)C(=O)c1n[nH]c(C2CC2)c1Br	1	-1	x
O=C(/C=C/c1ccccc1)NCCNc1cc(-n2cccn2)ncn1	-5	-5	-6
CN1C(=O)CC(CC(=O)N2CCC(N3CCSCC3)CC2)(c2ccc(-c3ccccc3)cc2)C1=O (stereo not given)	15	-9	-13
COc1ccc(S(=O)(=O)n2nc(C)c(S(=O)(=O)N3CCCCCC3)c2C)cc1OC	4	-8	x
COC(=O)c1ccccc1NC(=O)CCCn1nc(-c2ccc(F)cc2)ccc1=O	5	-5	-6
Cc1cc(C)c2c(C(=O)NC[C@H]3CNC[C@@H]3CO)cc(C)nc2c1	-1	-5	x
CCN(CC)c1onc(-c2ccc(F)cc2)c1CN(CCN(C)C)S(=O)(=O)c1ccc(C)cc1	14	-5	-5
CCO[C@H]1COC[C@@H]1NC(=O)Cc1nc(C)sc1C	23	-8	-19
CCN1C(=O)/C(=C2\SC(=S)N(NC(=O)c3cccnc3)C2=O)c2ccccc21	16	-5	-5
CC(=O)Nc1ccc(S(=O)(=O)N2CCN(c3nc(Cc4ccccc4)nc4sc5c(c34)CCC(C)C5)CC2)cc1 (stereo not given)	-9	-6	-3
Cc1cc(-n2c(C)cc(C(=O)NCc3n[nH]c(=O)[nH]3)c2C)no1	-2	-5	-13
CSc1ccc(C(=O)C2CCCN(S(=O)(=O)c3ccccc3)C2)cc1 (stereo not given)	-22	1	4
Cc1nn(C)c(C)c1CCC(=O)N1CCCC(N2CCN(c3ccc(F)cc3)CC2)C1 (stereo not given)	3	-10	x
O=C(NC(c1ccc2c(c1)OCO2)c1ccccn1)C1CCN(CCOc2ccc(Cl)cc2)CC1 (stereo not given)	9	-8	-3
O=S(=O)(NC1CCCCC1NC1CCCCC1)c1ccccc1 (stereo not given)	10	-7	-4
CNC(=O)CN(C)S(=O)(=O)c1c(C)cc(C)cc1C	-8	0	-2
Cc1nc(CCNC(=O)c2cnn(Cc3ccccc3)c2)nc2c1CCC2	2	4	x
CSc1ccc(CC(=O)Nc2ncnc3sccc23)cc1	4	-11	x
O=S(=O)(Nc1ccc(F)c(F)c1)c1ccc2c(c1)OCCO2	-1	-7	-5
CCCCOc1ccc(S(=O)(=O)n2nc(C)c(S(=O)(=O)N3CCCC(C)C3)c2C)cc1 (stereo not given)	4	-8	x
Cc1nc(SCc2cccc(C(=O)NCc3ccncc3)c2)nc(N2CCN(C)CC2)c1C	-5	5	-2
CC(Cc1cn(Cc2ccc3c(c2)OCO3)nn1)c1ccccc1 (stereo not given)	0	0	-4
O=c1ccc2c(c1)oc1c(-c3ccccc3)c3ccccc3[nH]c12	1	-4	x
O=C1OC(c2cccc(F)c2)=NC1=CC1=Cc2ccccc2OC1	5	-6	x
COc1ccc(C(=O)N2CCN(C(=O)c3cc4ccsc4n3Cc3cccc(F)c3)CC2C)cc1 (stereo not given)	x	-6	-7

(list continues)
SMILES	NPYLR7 agonist	hcGAS inh	mcGAS lum
CCCCNC(=O)Cc1csc(SCc2ccc(C)cc2)n1	x	-3	-8
COCCCN(CC(=O)N(CCc1ccc(OC)c(OC)c1)Cc1sccc1C)S(=O)(=O)c1ccc([N+](=O)[O-])cc1	-2	-17	-7
CC(=O)Oc1cc(OC(C)=O)c2c(c1)O[C@H](c1ccc(OC(C)=O)c(OC(C)=O)c1)[C@@H](OC(C)=O)C2	-9	-3	x
COC(=O)CCc1c(C)nn(-c2ccc(C(=O)NCCNc3ccc([N+](=O)[O-])cn3)cc2)c1C	-2	-4	-5
O=C(O)C1(O)CCN(c2nc(-c3ccccc3)cs2)CC1	-1	-1	-6
COCCNC(=O)c1c(N)n(/N=C\c2ccc(O)c(O)c2)c2nc3ccccc3nc12	5	-4	-5
CN(C)c1cccc(NC(=O)c2ccc(Cl)cc2)c1	-19	-9	x
CN(CCCc1nccn1C)Cc1cc2n(n1)CCCNC2	10	-4	x
O=C(N1CC[C@@H](O)C1)C1(c2cccc(Br)c2)CC1	0	0	-1
